Bioassay records: PubChem BioAssay, Vanderbilt High Throughput Screening Facility
Cav3 T inh: blocks human Cav3.2 T-type calcium channel | O95180 | Cav3.2-expressing cells, Fluo-4 calcium fluorescence FDSS; hits give low values | B-score at 10 µM | hit rate 4% among 100,000 | AID 449739;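 active = single-dose well whose peak fluorescence ratio is a statistical outlier from its plate by either plate-standardised score or position-corrected B-score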
* marks the source's active call; other numbers are inactive results. A portion of the library, so the mix of outcomes need not match the whole.

What do the screens show for `CCNC(=O)CN(c1ccc(Cl)cc1)S(=O)(=O)c1ccccc1`?
Cav3 T inh: -0.073

What do the screens show for `O=C(CSc1nc2c(sc3ccccc32)c(=O)n1Cc1ccco1)NCC1CCCO1` (stereo not given)?
Cav3 T inh: 0.067

Results for Cc1cc2cc(CNC(=O)CC(C)C)ccc2n1C ?
Cav3 T inh: 2.1

Results for Cc1ccccc1C(=O)NC1CC(C)(C)NC(C)(C)C1 ?
Cav3 T inh: 1.6

How did c1ccc2c(-n3cccn3)cccc2c1 do in these assays?
Cav3 T inh: 1

Results for COC(=O)c1cc(OC)c(OC)cc1NC(=O)C1CCC(=O)N1S(=O)(=O)c1ccc(C)cc1 (stereo not given) ?
Cav3 T inh: 0.34

Results for COc1nnc(OC)c2ccccc12 ?
Cav3 T inh: -0.0072

Results for CCN(CC)S(=O)(=O)c1cccc(-c2nnc(SCC(=O)c3cc(C)n(C)c3C)o2)c1 ?
Cav3 T inh: -0.48

How did O=C(C1CCC(=O)N1Cc1cccnc1)N1CCN(c2ccc(F)cc2)CC1 (stereo not given) do in these assays?
Cav3 T inh: -0.66

How did COc1cccc(Cn2c(=S)[nH]c3ccc(N4CCOCC4)cc3c2=O)c1 do in these assays?
Cav3 T inh: 0.15

Results for CS(=O)(=O)N(CC(N)=O)c1cccc(Br)c1 ?
Cav3 T inh: 0.33

What do the screens show for `COc1cccc(OC)c1OCCCCN1CCCC1`?
Cav3 T inh: 0.22

Results for COC(C[C@H]1O[C@H]1[C@H](O)[C@H](C)OCc1ccccc1)OC ?
Cav3 T inh: -1.1

How did O=C(Nc1nc2ccccc2n1CCN1CCCCC1)c1ccco1 do in these assays?
Cav3 T inh: -0.52

Results for Cc1cc(NC(=O)CCCC(=O)N(CC(=O)NC2CCCCC2)c2ccccc2)no1 ?
Cav3 T inh: 0.46

What do the screens show for `CCOC(=O)c1cnc(SCC(=O)Nc2cccc(OC)c2)nc1N`?
Cav3 T inh: -0.44

How did CCOC(=O)c1nnc(-c2ccccc2)nc1NCc1ccc(Cl)cc1 do in these assays?
Cav3 T inh: -1.8

Results for COCCn1nnnc1C(c1cc2c(C)cc(C)cc2[nH]c1=O)N1CCCCCC1 (stereo not given) ?
Cav3 T inh: -0.011

What do the screens show for `O=C(NC12CC3CC(CC(C3)C1)C2)c1cncc(O)c1`?
Cav3 T inh: -0.17

How did COc1ccc(Cl)cc1NC(=O)CSc1nnc(-c2ccncc2)n1CC1CCCO1 (stereo not given) do in these assays?
Cav3 T inh: 0.12

Next section (2 carried over from the part before).
What do the screens show for `O=C(NC12CC3CC(CC(C3)C1)C2)c1cncc(O)c1`?
Cav3 T inh: -0.17

How did COc1ccc(Cl)cc1NC(=O)CSc1nnc(-c2ccncc2)n1CC1CCCO1 (stereo not given) do in these assays?
Cav3 T inh: 0.12

Results for O=C(Nc1ccccc1-c1nnn(CC(=O)N2CCCc3ccccc32)n1)c1ccco1 ?
Cav3 T inh: -0.42

How did O=C(Cc1sc(-c2ccccc2)nc1-c1ccccc1)Nc1ccc(Cl)cc1 do in these assays?
Cav3 T inh: 0.12

What do the screens show for `O=C(Oc1cccc2cccnc12)c1ccco1`?
Cav3 T inh: -1.1

Results for CC(=O)C1=C(C)NC(=O)NC1c1ccccc1OCC(=O)NCCc1ccccc1 (stereo not given) ?
Cav3 T inh: 0.15

How did CCN(CC)S(=O)(=O)c1cccc(C(=O)Nc2cccc(C)c2)c1 do in these assays?
Cav3 T inh: -4.8

How did CSCC[C@H](NC(=O)OC(C)(C)C)c1nnc(SCc2cccc(F)c2)o1 do in these assays?
Cav3 T inh: -2.6

What do the screens show for `COc1ccc2nc(NCCO)[nH]c2c1`?
Cav3 T inh: -0.32

How did Cc1c(-c2cccs2)[n+](=O)c2c(n1[O-])CCCCC2 do in these assays?
Cav3 T inh: 0.88

Results for Cn1c(=O)cc(OCCCC(=O)NCCCN2CCN(Cc3ccccc3)CC2)c2ccccc21 ?
Cav3 T inh: 0.004

What do the screens show for `COc1ccc(-c2cc(C(F)(F)F)nc(S(=O)(=O)CCC(=O)N3CCOCC3)n2)cc1`?
Cav3 T inh: 1

What do the screens show for `Cc1cc(NC(=O)CSc2nnc(-c3cccnc3)n2C2CCCCC2C)no1` (stereo not given)?
Cav3 T inh: 0.64

How did CS(=O)(=O)N(CC(=O)NCCSCc1c(F)cccc1Cl)c1ccc2c(c1)OCO2 do in these assays?
Cav3 T inh: -6.5*

Results for CCOC(=O)CCc1c(C)n(CC)c2cc(-c3ccccc3OC)nn2c1=O ?
Cav3 T inh: 0.57

How did CCn1c(SCC(=O)Nc2nc3ccccc3s2)nnc1-c1ccc(Br)cc1 do in these assays?
Cav3 T inh: -0.099

What do the screens show for `O=C(NNS(=O)(=O)c1ccc([N+](=O)[O-])cc1)c1cnn(-c2ccccc2)c1-n1cccc1`?
Cav3 T inh: -0.37

What do the screens show for `CN1CCN(CC(O)COc2ccc(OCC(O)CN3CCN(C)CC3)cc2)CC1` (stereo not given)?
Cav3 T inh: 1.3

What do the screens show for `CCCc1cc(=O)n2[nH]c(-c3ccco3)nc2n1`?
Cav3 T inh: 0.13

How did O=C(NC1CCCCCCC1)c1ccc(S(=O)(=O)N2CCCC2)cc1 do in these assays?
Cav3 T inh: 0.27

What do the screens show for `CCOC(=O)c1oc2ccc(OC)cc2c1NC(=O)CN1CCN(C)CC1`?
Cav3 T inh: 0.98

Results for Cc1ccc(C(=O)NNC(=O)C2CCN(Cc3ccc(Cl)c(Cl)c3)CC2)cc1 ?
Cav3 T inh: 0.34

What do the screens show for `O=C1NC(c2cn(-c3ccccc3)nc2-c2cccs2)C(C(=O)c2cccnc2)C(O)(C(F)(F)F)N1` (stereo not given)?
Cav3 T inh: -0.76

Results for c1cn2cc(-c3ccc4c(c3)OCO4)nc2s1 ?
Cav3 T inh: 0.31

What do the screens show for `Cc1ccccc1NC(=O)/C=C/c1cccc(C(F)(F)F)c1`?
Cav3 T inh: -2.1

Results for CC1CN(C(=O)c2ccncc2)CC(C)O1 (stereo not given) ?
Cav3 T inh: 0.42

Results for COc1ccc(CN2CCCC2C(=O)Nc2ccc(OC)c(OC)c2)cc1OC (stereo not given) ?
Cav3 T inh: 0.41

What do the screens show for `NC(=O)C1CCN(C(=O)CCCCCn2c(=O)[nH]c3ccsc3c2=O)CC1`?
Cav3 T inh: -0.0064

Results for O=C(c1ccc(S(=O)(=O)Nc2ccc(F)cc2)cc1)N1CCN(C(=O)c2ccco2)CC1 ?
Cav3 T inh: -0.21

Results for Cc1ccccc1C(=O)Nc1ccccc1Sc1ccccc1 ?
Cav3 T inh: -0.93

Results for CS(=O)(=O)N1Cc2ccccc2CC1C(=O)OCC(=O)Nc1ccc2ccccc2c1 (stereo not given) ?
Cav3 T inh: -2.5

How did CC(=O)ON1C(C)(C)Cc2noc(N)c2C1(C)C do in these assays?
Cav3 T inh: -0.43

How did CC1CCN(C(=O)COc2ccccc2F)CC1 do in these assays?
Cav3 T inh: -0.017

Results for COc1ccc(C)cc1Cn1c(S(C)(=O)=O)nc2ccccc21 ?
Cav3 T inh: -1.1

Results for Cc1cc(C(=O)Nc2c(C)n(C)n(-c3ccccc3)c2=O)c2ccccc2n1 ?
Cav3 T inh: -0.25

How did CC(C)(O)C#Cc1ccc(C(=O)NCc2ccccc2)s1 do in these assays?
Cav3 T inh: 1.2

Results for CCC(CC)n1[nH]c(=O)cc1N ?
Cav3 T inh: -1.1

How did COc1ccc(OCC(=O)NNC(=O)c2cccs2)cc1 do in these assays?
Cav3 T inh: 0.84

Results for C=CCn1c(CCC(=O)Nc2ccc(C)c(Cl)c2)nnc1SCC(=O)Nc1ccccc1C ?
Cav3 T inh: -3.1

How did CCCc1cc(=O)n2[nH]c(NCc3cccs3)nc2n1 do in these assays?
Cav3 T inh: 0.65

How did O=[N+]([O-])c1ccc2cn[nH]c2c1 do in these assays?
Cav3 T inh: 0.29

How did Cc1ccc(C(=O)NC(=S)Nc2ccccc2C(F)(F)F)cc1C do in these assays?
Cav3 T inh: -2.5

Of the compounds above, seven have a furan ring, fused or not.
What do the screens show for `O=C(CSc1nc2c(sc3ccccc32)c(=O)n1Cc1ccco1)NCC1CCCO1` (stereo not given)?
Cav3 T inh: 0.067

How did O=C(Nc1nc2ccccc2n1CCN1CCCCC1)c1ccco1 do in these assays?
Cav3 T inh: -0.52

Results for O=C(Nc1ccccc1-c1nnn(CC(=O)N2CCCc3ccccc32)n1)c1ccco1 ?
Cav3 T inh: -0.42

What do the screens show for `O=C(Oc1cccc2cccnc12)c1ccco1`?
Cav3 T inh: -1.1

What do the screens show for `CCCc1cc(=O)n2[nH]c(-c3ccco3)nc2n1`?
Cav3 T inh: 0.13

What do the screens show for `CCOC(=O)c1oc2ccc(OC)cc2c1NC(=O)CN1CCN(C)CC1`?
Cav3 T inh: 0.98

Results for O=C(c1ccc(S(=O)(=O)Nc2ccc(F)cc2)cc1)N1CCN(C(=O)c2ccco2)CC1 ?
Cav3 T inh: -0.21

Next results
What do the screens show for `COc1ccc(-n2c(CCc3ccccc3)nnc2SCC(=O)NCc2ccccc2)cc1`?
Cav3 T inh: -3.4

Results for Cc1oc(-c2ccc(Cl)cc2)nc1CN1CCCC(C(=O)N2CCN(C(=O)c3ccco3)CC2)C1 (stereo not given) ?
Cav3 T inh: 0.82

What do the screens show for `Cc1onc(-c2ccccc2)c1C(=O)N1CCC(C)CC1`?
Cav3 T inh: 1.1

What do the screens show for `c1ccc(-c2nnc(SCc3nc4ccccc4[nH]3)n2Cc2ccco2)cc1`?
Cav3 T inh: 0.54

Results for CN(C)C(=O)N1CCCC(C(=O)NCCc2ccccc2)C1 (stereo not given) ?
Cav3 T inh: 0.51

Results for Cc1cc(C)nc(N2CCN(c3nnnn3-c3ccccc3)CC2)n1 ?
Cav3 T inh: 0.29

What do the screens show for `Cn1nc(C(=O)Nc2sccc2C(N)=O)ccc1=O`?
Cav3 T inh: -0.16

How did Nc1nc(SCC(=O)N2CCCc3ccccc32)[nH]c(=O)c1-c1ccccc1 do in these assays?
Cav3 T inh: 0.0022

Results for CCn1ncc(Br)c1C(=O)Nc1sc2c(c1C(=O)OC)CCC2 ?
Cav3 T inh: 0.13

Results for Cc1csc(SCc2ccc(C(=O)O)cc2)n1 ?
Cav3 T inh: 1.7

How did CCOc1ccccc1Nc1nc2ccccc2[nH]1 do in these assays?
Cav3 T inh: -0.76

How did c1ccc(CSc2ncnc3c2sc2nc(N4CCOCC4)c4c(c23)CCCC4)cc1 do in these assays?
Cav3 T inh: -0.31

Results for COCCSc1ccccc1C(=O)Nc1nnc(C)s1 ?
Cav3 T inh: 0.23

Results for C=CCOc1nc2c(c(=O)n(Cc3ccc(Cl)cc3)c(=O)n2C)n1C ?
Cav3 T inh: -0.39

How did CC(=O)OCC(=O)[C@@]12OC3(CCCC3)O[C@@H]1C[C@H]1[C@@H]3CCC4=CC(=O)C=C[C@]4(C)[C@@]3(F)[C@@H](O)C[C@@]12C do in these assays?
Cav3 T inh: -1.3

Results for O=Nc1c(O)n(Cc2ccc(Cl)cc2)c2ccccc12 ?
Cav3 T inh: -0.44

What do the screens show for `COc1ccc(C(C(=O)NC2CCCC2)N(C(=O)c2snc(-c3ccc(F)cc3)c2N)c2cccc(F)c2)cc1` (stereo not given)?
Cav3 T inh: 0.71

Results for Cc1nnc(N2CCCCC2)c2ccccc12 ?
Cav3 T inh: -1.8

How did CCOCCCNC(=O)C1CCN(S(=O)(=O)c2c(C)noc2/C=C\c2ccc(OC)cc2)CC1 do in these assays?
Cav3 T inh: -0.8

What do the screens show for `O=C(NCC1CCCO1)c1ccc(CS(=O)(=O)c2c(Cl)cccc2Cl)o1` (stereo not given)?
Cav3 T inh: -0.75

Results for COc1cccc(OCC(O)CN2C(C)CCCC2C)c1 (stereo not given) ?
Cav3 T inh: 0.44

Results for COc1cc2c(cc1OC)C(c1cc3cc(OC)c(OC)cc3[nH]c1=O)N(C(=O)C1CC1)CC2 (stereo not given) ?
Cav3 T inh: 0.75

What do the screens show for `CCOc1ccc(C(=O)N2CCC(C(=O)c3ccc4c(c3)OCCO4)CC2)cc1`?
Cav3 T inh: -0.93

Results for CCCCCCNS(=O)(=O)c1ccc(OC)c(OC)c1 ?
Cav3 T inh: -1.6

What do the screens show for `CN1CCN(CC#CCC(O)(c2ccccc2)C2CCCC2)CC1` (stereo not given)?
Cav3 T inh: 0.72

What do the screens show for `CC(=O)c1c(N2CCN(C)CC2)[nH]c(-c2ccccc2)nc1=S`?
Cav3 T inh: 0.32

Results for CCc1nc(SCC(N)=O)c2c(=O)n(C)c(=O)n(C)c2n1 ?
Cav3 T inh: 0.26

What do the screens show for `Cc1ccc(OCC(O)Cn2c(=N)n(Cc3ccccc3)c3ccccc32)cc1` (stereo not given)?
Cav3 T inh: -5.3*

How did CCN(CC)CCN1C(=O)C(O)=C(C(=O)c2cccs2)C1c1ccccn1 (stereo not given) do in these assays?
Cav3 T inh: -0.071

What do the screens show for `O=C(CSc1nc2ccsc2c(=O)n1NC(=O)c1ccccc1)NCc1ccco1`?
Cav3 T inh: 0.046

Results for CC(C)(C)N(NC(=O)c1ccccc1)C(=O)c1cccc(C(=O)N(NC(=O)c2ccccc2)C(C)(C)C)c1 ?
Cav3 T inh: -0.45

How did Cc1cccc(OCCCSc2nc3ccc(C)cc3[nH]2)c1 do in these assays?
Cav3 T inh: -4.6*

Results for CCN1CCN(C(=O)CN(CCc2ccccc2)S(C)(=O)=O)CC1 ?
Cav3 T inh: 0.53

Results for COc1ccc(C)cc1NC(=O)C1CCC(CNc2c(N3CCOCC3)c(=O)c2=O)CC1 (stereo not given) ?
Cav3 T inh: -1

How did O=C(Oc1ccc(-c2cnc3ccccc3n2)cc1)c1cccc([N+](=O)[O-])c1 do in these assays?
Cav3 T inh: -1.1

How did Cc1ccc(Nc2nc(=O)c3cccnc3s2)cc1 do in these assays?
Cav3 T inh: -0.18

Results for Cc1ccc(C2C(C#N)=C(N)Oc3n[nH]c(-c4cccs4)c32)s1 (stereo not given) ?
Cav3 T inh: 1.1

What do the screens show for `CCN(CC)c1nc(-c2ccc(Cl)cc2)cc(C(F)(F)F)c1C#N`?
Cav3 T inh: -0.21

Results for Cc1ccc(S(=O)(=O)NCCC(=O)OCn2nnc3ccccc3c2=O)cc1 ?
Cav3 T inh: -0.68

Results for CCn1c2ccccc2c2cc(NC(=O)C3CCN(S(=O)(=O)c4cccs4)CC3)ccc21 ?
Cav3 T inh: -0.44

Results for O=c1cc(CO)oc(CN2CCN(c3ccccc3)CC2)c1O ?
Cav3 T inh: 0.032
